TCR-CD3 inh: inhibitors of human TCR-CD3 interaction, primary screen, biochemical, fluorescence, TAMRA-labeled TCR probe; AID 651800, 2012; inhibition, % at 9.4 µM; 360,000 tested, 0.37% active; T-cell receptor (TCR); in the data active = inhibition above about 19%;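 note: recombinant mutant TCR 2C K166C tagged with TAMRA read by polarization; 0% = receptor in buffer alone and 100% = receptor with positive control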
SIAE inh: human SIAE inhibitors, primary screen, biochemical, fluorescence polarization, FP-Rh probe, 1536-well HTS. Sialate O-acetylesterase (Homo sapiens), Q9HAT2. SIAE FP-Rh probe binding. inhibition, % at 9.66 µM. 370,000 tested, 0.69% active;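 active = inhibition above a cutoff: mean of compounds within the control limits plus 3 SD of those, cut at about 17% in these data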;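 note: 0% = plate median of compound wells and 100% = probe without SIAE protein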
mABHD4 FP: ABHD4 inhibitors, primary screen, biochemical, fluorescence polarization, mouse. purified mABHD4, FP-Rh probe fluorescence polarization. (Lyso)-N-acylphosphatidylethanolamine lipase (Mus musculus), Q8VD66. 370,000 tested, 0.54% active. inhibition, % at 8.92 µM;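 active = inhibition exceeding the mean over every tested compound plus 3 SD, cut at about 30% in these data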;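 note: 0% = plate median of compound wells and 100% = S159A mutant with DMSO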
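Test system: mouse ABHD4 enzyme, wild type. Reagent: FP-Rh fluorescent activity-based probe, added after compound pre-incubation. Timing: pre-incubation 45 min, probe exposure 60 min, at 25 °C. Technique: FP readout, ex 525 nm / em 598 nm. Benchmarks: high control S159A mutant with DMSO, low control median of compound wells.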
HTRA1 inh: HTRA1 serine protease inhibitors, primary screen, biochemical, fluorescence polarization, HTS | recombinant HTRA1, FP-rhodamine activity-based probe | 340,000 tested, 0.5% active | inhibition, % at 5.96 µM | AID 504803, 2011 | Q92743; in the data active = inhibition above about 36%;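 note: 0% = enzyme with DMSO and 100% = wells lacking enzyme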
MBD2 inh: inhibitors of MBD2 binding to methylated DNA, primary screen, biochemical, TR-FRET, DNA-binding domain, human; MBD2 binding to methylated oligonucleotide; inhibition, % at 4.4 µM; 370,000 tested, 0.31% active; AID 686964, 2013; in the data active = inhibition above about 13%
GC-B act: human GC-B receptor activators, primary screen, HEK293 GC-B cells, cGMP TR-FRET, EC30 CNP | 0% at EC30 CNP, 100% saturating CNP | activation, % at 10 µM | 370,000 tested, 0.11% active | Atrial natriuretic peptide receptor 2 (Homo sapiens), P20594;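 active = activation at 10 µM reaching about 35% in either raw or pattern-adjusted values, limit read from the data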
rCAG RNA binder: binders of r(CAG) RNA repeats, primary screen, biochemical, fluorescence; inhibition, % at 3 µM; r(CAG) RNA repeat, TO-PRO-1 dye displacement fluorescence; 370,000 tested, 1.3% active;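 active = inhibition above the plate cutoff, the mean of all test compounds on that plate plus 3 SD, cut at about 35% in these data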;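 note: 0% = DMSO alone and 100% = 100 µM mitoxantrone as full dye displacement; higher means more dye released from RNA so lower well fluorescence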
PRMT1 FP inh: PRMT1 methyltransferase inhibitors, primary screen, biochemical, fluorescence polarization. Protein arginine N-methyltransferase 1 (Homo sapiens), Q99873. recombinant PRMT1, activity-based probe fluorescence polarization. inhibition, % at 2.79 µM. 370,000 tested, 1.3% active;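 active = inhibition above about 21% made by adding two undisclosed values, limit read from the data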
GC-A act: GC-A stimulated cGMP production enhancers – HEK293 GC-A cells, cGMP TR-FRET, EC30 ANP, primary screen. Atrial natriuretic peptide receptor 1 (Homo sapiens), P16066. 0% at EC30 ANP, 100% saturating ANP. activation, % at 10 µM. 370,000 tested, 0.14% active. AID 1671463, 2021; in the data active = activation above about 40%
UHRF1 binding: UHRF1 methylated DNA binding inhibitors, primary screen, counter-screen for MBD2 inhibitor project, biochemical, TR-FRET, human UHRF1, single concentration | E3 ubiquitin-protein ligase UHRF1 (Homo sapiens), Q96T88 | UHRF1 binding to methylated oligo | inhibition, % at 4.4 µM | 370,000 tested, 0.75% active | AID 687016, 2013; in the data active = inhibition above about 21%;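 note: UHRF1 SRA domain binding a hemimethylated CpG hairpin DNA probe; 0% = median of test compound wells and 100% = reference inhibitor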
Target sequence (Q96T88 whole entry, looked up, the tested form may be a part): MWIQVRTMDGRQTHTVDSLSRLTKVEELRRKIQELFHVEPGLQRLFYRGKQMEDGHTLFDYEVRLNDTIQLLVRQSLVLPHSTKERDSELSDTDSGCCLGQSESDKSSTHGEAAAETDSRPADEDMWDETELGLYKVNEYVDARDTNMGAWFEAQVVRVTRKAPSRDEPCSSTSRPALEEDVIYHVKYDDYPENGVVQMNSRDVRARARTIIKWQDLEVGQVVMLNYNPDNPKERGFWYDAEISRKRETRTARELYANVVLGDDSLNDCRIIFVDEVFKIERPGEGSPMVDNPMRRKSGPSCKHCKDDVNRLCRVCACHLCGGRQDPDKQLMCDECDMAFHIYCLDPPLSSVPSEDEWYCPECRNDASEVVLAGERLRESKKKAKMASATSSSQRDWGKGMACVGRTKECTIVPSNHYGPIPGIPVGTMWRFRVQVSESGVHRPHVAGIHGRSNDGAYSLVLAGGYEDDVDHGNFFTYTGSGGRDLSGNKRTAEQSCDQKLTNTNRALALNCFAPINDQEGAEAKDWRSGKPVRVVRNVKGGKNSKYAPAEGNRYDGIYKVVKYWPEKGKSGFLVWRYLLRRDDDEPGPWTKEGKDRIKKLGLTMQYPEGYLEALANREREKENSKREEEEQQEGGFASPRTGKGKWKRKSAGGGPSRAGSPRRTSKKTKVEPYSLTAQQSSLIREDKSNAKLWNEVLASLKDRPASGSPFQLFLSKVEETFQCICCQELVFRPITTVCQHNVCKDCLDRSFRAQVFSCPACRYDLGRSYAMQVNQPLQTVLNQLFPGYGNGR
* marks the source's active call; other numbers are inactive results; · = not tested or not shown.

SMILES | TCR-CD3 inh | SIAE inh | mABHD4 FP | HTRA1 inh | MBD2 inh | GC-B act | rCAG RNA binder | PRMT1 FP inh | GC-A act | UHRF1 binding
O=S(=O)(NCC1CCCO1)c1ccc(Cl)cc1 (stereo unspecified) | -7 | -6 | -5 | 6 | -3 | -7 | -1 | 5 | 2 | 3
N#Cc1nc(-c2ccccc2F)oc1NCc1ccccc1 | -1 | 2 | 1 | -37 | -1 | -3 | 0 | 2 | 11 | 2
Cc1cccc(NC(=O)CSc2nnc(-c3ccc(S(=O)(=O)N4CCOCC4)cc3)n2C)c1 | 2 | 4 | -5 | -2 | 3 | -2 | -5 | 0 | -1 | 3
CCOC(=O)C1CCN(S(=O)(=O)c2ccccc2)CC1 | 4 | -2 | -1 | 5 | 3 | 5 | -3 | -2 | 4 | 1
O=C(CCNS(=O)(=O)c1ccccc1)OCc1ccc([N+](=O)[O-])cc1 | 1 | -2 | 1 | 7 | 0 | 9 | 4 | 2 | 2 | 3
COc1cc(-c2cc(N3C(=O)Nc4ccccc4N3O)n[nH]2)cc(OC)c1OC | 6 | 8 | 1 | 2 | 2 | 2 | 5 | -3 | -1 | -5
NS(=O)(=O)c1ccc(NC(=S)NCc2ccccc2Cl)cc1 | -2 | -6 | 3 | -4 | 5 | -8 | 2 | 5 | -4 | 0
O=C1NCCc2onc(-c3ccc(Br)cc3)c21 | -9 | -2 | 4 | · | 2 | -5 | 1 | 3 | 1 | -1
COCCCN1C(=O)[C@H](CC(=O)NCCCCc2ccccc2)[C@]2(C(=O)OC)CCCCC=C12 | · | 1 | -4 | · | -2 | 3 | -1 | 0 | 0 | 4
COc1ccc(OCCCC(=O)Nc2nnc(C3CCCO3)s2)cc1 (stereo unspecified) | 5 | -2 | 7 | -11 | 5 | -3 | -2 | 2 | 0 | -1
Cc1cc(C(=O)Nc2cccc3c2O[C@@H](CN(C)S(C)(=O)=O)[C@H](C)CN([C@@H](C)CO)C3=O)n(C)n1 | 6 | 1 | 5 | 8 | -2 | 4 | 0 | 0 | 3 | -2
CCOC(=O)N1CCN(C(=O)CCSc2ccc(Cl)cc2)CC1 | 7 | -3 | 0 | -1 | -5 | -3 | -6 | 2 | 2 | 0
CN(C)Cc1c(O)ccc2c(=O)c(-c3ccc(Cl)cc3)coc12 | 10 | -4 | 2 | 3 | 1 | -4 | 3 | -1 | 4 | 0
CCOC(=O)/C(C(=O)Nc1ccccc1Cl)=C1/NC(C)(C)Cc2ccccc21 | -1 | 1 | -3 | -7 | 1 | -6 | -6 | 2 | -2 | 0
CC(C)CNC(=S)N1CCC(C(=O)c2ccc(F)cc2)CC1 | -5 | 5 | 3 | -5 | 0 | 4 | -5 | 2 | -1 | 2
CCc1ccc2[nH]c3nc(N/N=C/c4cccc(O)c4)nnc3c2c1 | 8 | 10 | 6 | -2 | -7 | -4 | 25 | 0 | -8 | 43*
COc1ccc(NS(=O)(=O)c2cc3c4c(c2)C(C)C(=O)N4CCC3)cc1 (stereo unspecified) | -6 | 10 | -1 | 1 | 6 | 0 | 9 | 2 | 1 | -1
Cc1nc(C(=O)N2CCC(n3nccc3NC(=O)Nc3ccccc3Cl)CC2)cs1 | 2 | -8 | -2 | -2 | 1 | -6 | 0 | 0 | -4 | -4
CC(=O)c1ccc(NC(=S)NC(C)c2ccc(Cl)cc2Cl)cc1 (stereo unspecified) | 3 | -70 | -76 | -60 | -6 | 1 | 17 | -4 | 2 | -3
O=C(CN1CCN(S(=O)(=O)c2ccc(Cl)c(Cl)c2)CC1)N1CCCCC1 | 0 | 0 | 8 | 6 | 6 | 3 | 0 | 5 | 3 | 3
O=C(c1ccncc1)N1CCCC(N2CCN(c3cccc(C(F)(F)F)c3)CC2)C1 (stereo unspecified) | 5 | 5 | 2 | 3 | 1 | 2 | -11 | 0 | 1 | 2
CCNc1nc(NCC)n2c(SCC(=O)c3ccccc3Cl)nnc2n1 | 3 | 5 | -1 | 1 | -1 | -8 | 0 | -7 | -6 | -1
N#Cc1cccc(Cn2cc(C(F)(F)F)ccc2=O)c1 | 9 | 0 | 6 | 5 | -4 | 2 | -2 | -1 | -1 | -3
C[C@@H]1CN([C@@H](C)CO)C(=O)CCCn2cc(nn2)CO[C@H]1CN(C)S(C)(=O)=O | 1 | 5 | -4 | · | -6 | 1 | 0 | -3 | 2 | -2
COc1cc(NC(=S)NC(C)=O)ccc1NC(=O)C(C)C | 0 | -7 | 5 | 9 | -2 | 2 | -2 | -2 | -1 | 5
CSc1ccc(CN2C(=O)NC3(CCCCCCC3)C2=O)cc1 | 3 | -7 | -3 | -8 | -2 | 9 | -2 | -1 | 0 | -2
CCN(CC(=O)Nc1c(F)cccc1F)C(=O)CN1c2cccc3cccc(c23)S1(=O)=O | 7 | -2 | 1 | -1 | -6 | -1 | -4 | 2 | -2 | -2
CC1=CCC2C(=O)N(c3ccc(C(=O)N4CCCCCC4)cc3)C(=O)C2C1 (stereo unspecified) | -1 | -2 | 8 | -2 | 3 | 2 | -7 | 0 | 0 | 0
CCOC(=O)C1CCN(CC(=O)Nc2ccc(OC)c(S(=O)(=O)N3CCCCC3)c2)CC1 | -7 | -10 | -7 | 2 | 9 | 0 | 1 | 5 | -2 | 0
Cc1ccc(-n2nc3c(c2NC(=O)c2ccccc2)CS(=O)(=O)C3)cc1C | 3 | -4 | -3 | 2 | 1 | -6 | 4 | -3 | -3 | -1
Cc1ccc(C)c(N2CCN(S(=O)(=O)c3ccc4c(c3)NC(=O)CS4)CC2)c1 | 9 | -23 | -11 | -53 | 2 | -5 | 2 | -1 | -15 | 0
NC(=O)c1nsc(C(=O)N(CC(=O)NCc2ccc3c(c2)OCO3)C2CCCCC2)c1N | 1 | -1 | 8 | 0 | -2 | -4 | -5 | 1 | -2 | 3
Cc1ccc(-c2nn(-c3ccc(F)cc3)cc2C(=O)N2CCN(C3CCS(=O)(=O)C3)CC2)cc1 (stereo unspecified) | -3 | -2 | 5 | -6 | 4 | -4 | -2 | -5 | -5 | -1
O=C(O)c1ccc(N2C(=O)CSC2=S)cc1 | 1 | -8 | -9 | 5 | 9 | 1 | 2 | 10 | 2 | -2
O=C(NNC(=O)C1[C@H]2CCCC[C@@H]12)NC1CCCCC1 (stereo partly specified) | 1 | -3 | 12 | -8 | -1 | 2 | -1 | -1 | -2 | 5
Cc1c(Br)c([N+](=O)[O-])nn1CC(=O)c1ccccc1 | 0 | -3 | 1 | 4 | 4 | -2 | -1 | 0 | 5 | 0
CS(=O)(=O)N(CC(=O)Nc1ccc2c(c1)OCO2)c1ccc2c(c1)OCO2 | -8 | -7 | -8 | 1 | 7 | 0 | 4 | 1 | 0 | 2
Cc1ccc(C(=O)N/C(=C/c2cccnc2)C(=O)O)cc1 | 7 | 5 | 5 | 3 | 4 | 7 | 0 | -3 | 1 | 1
CC(=O)c1ccc(OCc2cc(C(=O)N3CC4C[C@@H]5CC3C[C@H](C4)C5)no2)cc1 | 4 | 13 | -2 | -2 | -8 | 3 | -6 | 3 | 1 | 0
Cc1cc2oc(=O)cc(-c3ccccc3)c2c(C)c1-c1ccc(C(F)(F)F)cc1 | -3 | -3 | 3 | 2 | 3 | 7 | 1 | -1 | 4 | 0

Profiles from above.
`Cc1ccc(-c2nn(-c3ccc(F)cc3)cc2C(=O)N2CCN(C3CCS(=O)(=O)C3)CC2)cc1` (stereo unspecified) in the list: TCR-CD3 inh: -3; SIAE inh: -2; mABHD4 FP: 5; HTRA1 inh: -6; MBD2 inh: 4; GC-B act: -4; rCAG RNA binder: -2; PRMT1 FP inh: -5; GC-A act: -5; UHRF1 binding: -1
`O=C(O)c1ccc(N2C(=O)CSC2=S)cc1` in the list: TCR-CD3 inh: 1; SIAE inh: -8; mABHD4 FP: -9; HTRA1 inh: 5; MBD2 inh: 9; GC-B act: 1; rCAG RNA binder: 2; PRMT1 FP inh: 10; GC-A act: 2; UHRF1 binding: -2

Following part.
SMILES | TCR-CD3 inh | SIAE inh | mABHD4 FP | HTRA1 inh | MBD2 inh | GC-B act | rCAG RNA binder | PRMT1 FP inh | GC-A act | UHRF1 binding
N#CC1=C(N)Oc2c(oc(CO)cc2=O)C1c1cccs1 (stereo unspecified) | 5 | 3 | 9 | -4 | -1 | -2 | -3 | 3 | 4 | -4
CCc1ccc2c(c1)C(=O)C(=O)N2CCS(=O)(=O)c1ccccc1 | -1 | 2 | 4 | 1 | -6 | -8 | 0 | 2 | -10 | -5
COC(=O)c1cc(-c2c(C)oc3cc(O)ccc3c2=O)c(C)o1 | 6 | 1 | 4 | -6 | -2 | 0 | 0 | 2 | 2 | -2
O=C(c1ccc2c(c1)OCO2)N1CCC2(CC1)Oc1ccc(F)cc1C(=O)C21CC(c2ccc(Cl)cc2)=NO1 (stereo unspecified) | 6 | -9 | 6 | 1 | -1 | 1 | 0 | -2 | 1 | -2
COc1ccccc1-n1c(=O)[nH]c2c(C(N)=O)nc(C3CCCCC3)nc21 | 3 | -2 | -3 | -1 | -3 | -5 | 3 | 3 | -3 | 0
CN(C)CC(C)(C)CNS(=O)(=O)CC12CCC(CC1=O)C2(C)C (stereo unspecified) | 1 | 10 | 5 | 6 | 4 | 4 | -3 | -2 | 7 | -1
CCC(Sc1nc2n[nH]c(C)c2c(=N)n1-c1cc(Cl)ccc1C)C(=O)N1CCOCC1 (stereo unspecified) | -3 | -3 | 2 | -3 | 1 | 2 | 0 | 1 | -1 | 2
Cc1ccc(C(=O)N2CCC(C)CC2)cc1S(=O)(=O)N1CCCCC1 | -6 | 4 | 4 | 5 | 1 | 5 | -9 | -1 | -1 | -1
NC(=S)NN=Cc1cc(-c2cccc(N)c2)ccn1 | 0 | 0 | 44* | 26 | -3 | -7 | 6 | 6 | -1 | -6
COc1ccccc1NC(=O)N1CCCC1C(=O)Nc1ccc(NC(C)=O)cc1 (stereo unspecified) | 2 | 0 | 6 | 4 | -3 | -1 | -1 | -1 | 1 | -3
COc1cc(/C=C(\C#N)C(=O)N2CCCCC2)ccc1O | -3 | 5 | 8 | 2 | 6 | -5 | 1 | -1 | 0 | 2
COc1ccc(NC(=S)NC2CC3CCC2C3)c(OC)c1 (stereo unspecified) | -5 | -2 | -5 | 1 | 4 | -2 | -2 | 6 | 5 | 3
Cc1cccc(NC(=O)CS(=O)(=O)c2cn(CC(=O)N3CCOCC3)c3ccccc23)c1 | 3 | 8 | 4 | 7 | -2 | -1 | -1 | -3 | 1 | -1
COc1ccc(NC(=O)c2sc3nc(C)nc(N4CCN(c5ccccn5)CC4)c3c2C)c(OC)c1 | 9 | 0 | 1 | -4 | -2 | 1 | 1 | 1 | 1 | 0
Cc1ccccc1OCC(=O)N/N=C1\SCC(=O)N1Cc1ccccc1 | -6 | -1 | -1 | -1 | 4 | 0 | 0 | 4 | 0 | 5

Screening data as filed in PubChem BioAssay.

Some of the compounds tested; rates above refer to the full screens.
